# High-throughput results (PubChem)
# CHT allo act – allosteric activators of human choline transporter CHT | CHT-expressing cells, membrane potential dye, choline EC20; stronger effect = higher value; LV-AA mutant CHT in HEK293 cells | B-score at 10 µM | 310,000 compounds, 0.49% hits | AID 488977;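 active = initial fluorescence not abnormally high and integrated response B-score, plate-corrected, over 3 SD above library mean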
# Target sequence (Q9GZV3 whole entry, looked up): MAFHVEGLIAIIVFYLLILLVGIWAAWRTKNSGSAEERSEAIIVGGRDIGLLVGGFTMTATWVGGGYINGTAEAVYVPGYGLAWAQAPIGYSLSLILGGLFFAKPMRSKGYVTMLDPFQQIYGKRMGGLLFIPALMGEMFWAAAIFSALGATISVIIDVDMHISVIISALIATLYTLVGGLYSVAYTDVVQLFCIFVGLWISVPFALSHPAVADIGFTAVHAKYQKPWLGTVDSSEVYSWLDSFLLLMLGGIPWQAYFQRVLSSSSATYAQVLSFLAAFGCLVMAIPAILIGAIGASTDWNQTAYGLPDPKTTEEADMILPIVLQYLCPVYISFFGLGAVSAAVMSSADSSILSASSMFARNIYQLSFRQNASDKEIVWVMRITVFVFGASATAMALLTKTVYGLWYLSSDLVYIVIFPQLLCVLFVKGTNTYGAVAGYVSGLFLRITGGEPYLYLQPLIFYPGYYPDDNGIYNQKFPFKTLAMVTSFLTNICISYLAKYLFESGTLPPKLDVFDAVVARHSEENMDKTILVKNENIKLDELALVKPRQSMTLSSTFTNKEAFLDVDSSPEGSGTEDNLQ
# OX1R antag-1 – human HCRTR1 antagonism; 330,000 compounds, 0.43% hits; inhibition, % at 5 µM; AID 434989; CHO/OX1R cells, Fluo-8 calcium fluorescence, orexin A;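 active = inhibition above its plate's threshold, mean inhibition of all tested compounds on the plate plus 3 SD, cut at about 37% in these data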;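 also: 0% = orexin A challenge wells and 100% = SB-334867-A antagonist wells; not every result past the cut was called active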
# Target sequence (O43613 whole entry, looked up): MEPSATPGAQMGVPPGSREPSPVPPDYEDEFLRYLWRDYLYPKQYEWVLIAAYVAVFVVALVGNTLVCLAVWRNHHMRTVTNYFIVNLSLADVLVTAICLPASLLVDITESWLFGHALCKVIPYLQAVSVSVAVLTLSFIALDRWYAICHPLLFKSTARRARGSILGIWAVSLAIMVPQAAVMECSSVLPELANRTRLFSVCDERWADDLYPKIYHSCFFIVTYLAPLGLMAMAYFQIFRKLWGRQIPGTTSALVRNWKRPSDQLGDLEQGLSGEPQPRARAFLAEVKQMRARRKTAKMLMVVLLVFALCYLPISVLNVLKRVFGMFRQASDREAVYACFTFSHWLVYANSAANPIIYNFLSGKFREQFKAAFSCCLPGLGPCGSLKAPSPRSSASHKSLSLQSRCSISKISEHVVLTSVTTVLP
# OX1R antag-2 – blocks the human orexin 1 receptor. OX1R-expressing cells, FRET antagonist read-out. inhibition, % at 6.6 µM. 330,000 compounds, 1.8% hits. AID 485270; in the data active = inhibition mostly above about 38%, no sharp cut-off; inactive = mostly below about 40%;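 also: 0% = agonist challenge alone and 100% = reference antagonist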
# Active calls of the source: *; i = inactive; . = no result given; & = joins results of further samples.
(1) CCN(CC)S(=O)(=O)c1ccc(S(=O)(=O)N2CCCC(C(=O)NC3CC3)C2)cc1 (centres undefined)
(2) CCOC(=O)[C@H](CCc1ccccc1)N[C@@H](C)C(=O)N1CCC[C@@H]1C(=O)O
(3) CCc1nnc(NC(=O)CSc2nnc(-c3c[nH]c4ccccc34)n2CC)s1
(4) Cc1nc(-c2coc3cc(C)c(N=O)c(O)c3/c2=N\N)cs1
(5) CSc1ccccc1NC(=O)CN1c2ccccc2CC1C (centres undefined)
(6) O=C(c1cccc(Br)c1)c1coc2ccc(O)cc12
Screen / compound no.	1	2	3	4	5	6
CHT allo act	i	i	i	i	i	.
OX1R antag-1	-0.5	9.5	-16.1	4.8	-28.7	2.9
OX1R antag-2	11.5	12.0	-0.2	54.3	17.9	2.2

(7) CC(C)[C@H](NC(=O)N1c2ccccc2NC(=O)[C@@H]1C(C)C)C(=O)N[C@@H](Cc1c[nH]c2ccccc12)C(=O)O
(8) O=C(NCCN1CCOCC1)c1cc(Cl)ccc1[N+](=O)[O-]
(9) COc1ccc(C(=O)CSc2n[nH]c(C)n2)cc1[N+](=O)[O-]
(10) COc1ccc(-c2cc3ccccc3s2)cc1[C@H]1[C@H]2C=CC[C@@H](C)[C@@H]2C(=O)N1Cc1ccccc1
(11) COc1cc(C(=S)N2CCC(C(N)=O)CC2)ccc1O
(12) CCOC(=O)C1=C(C)NC(C)=C(C(=O)OCC)C1c1ccc(O)cc1
Screen / compound no.	7	8	9	10	11	12
CHT allo act	i	i	i	i	i	i
OX1R antag-1	7.0	7.9	-28.0	-17.2	-7.7	-9.0
OX1R antag-2	5.9	51.1	12.3	39.9	17.6	18.5

(13) O=C(Nc1c2c(nn1-c1ccccc1)CS(=O)(=O)C2)c1ccccc1Br
(14) COc1ccc(N(CC(=O)Nc2ccc(C(C)C)cc2)S(=O)(=O)c2c(C)noc2C)cc1
(15) CCNC(=O)/C(C#N)=C/c1c(N(Cc2ccccc2)Cc2ccccc2)nc2ccccn2c1=O
(16) CC1CCCC(NC(=O)COC(=O)/C=C/c2ccc(S(=O)(=O)N3CCOCC3)cc2)C1C (centres undefined)
(17) Cc1cc(-c2csc(N)n2)c(C)n1-c1ccc(Cl)c(Cl)c1
(18) FC(F)(F)c1ccc(NC(=S)NCc2ccccc2)cc1
Screen / compound no.	13	14	15	16	17	18
CHT allo act	i	i	i	i	i	i
OX1R antag-1	-14.3	0.4	-20.8	-9.1	-6.7	28.1
OX1R antag-2	5.8	24.0	5.2	16.3	13.7	17.8

# Rewritten bar-delimited: entries from further up.
no. | molecule | CHT allo act | OX1R antag-1 | OX1R antag-2
12 | CCOC(=O)C1=C(C)NC(C)=C(C(=O)OCC)C1c1ccc(O)cc1 | i | -9.0 | 18.5
13 | O=C(Nc1c2c(nn1-c1ccccc1)CS(=O)(=O)C2)c1ccccc1Br | i | -14.3 | 5.8

# Next results:
(19) FC(F)(F)c1cccc(N2Cc3ccccc3C2)c1
(20) COc1ccc2nc(SCc3ccccc3C)nc(C)c2c1
(21) CCc1noc(C)c1C(=O)Nc1ccc(S(=O)(=O)N2CCCCC2)cc1
(22) CN(C1(C)CCS(=O)(=O)C1)S(=O)(=O)c1ccc2ccccc2c1 (centres undefined)
(23) C[n+]1ccccc1/C=N/O
(24) COc1ccc(C(=O)NCC(=O)N2CCNC(=O)C2)cc1OC
Screen / compound no.	19	20	21	22	23	24
CHT allo act	i	i	i	i	i	i
OX1R antag-1	1.5	-36.5	-6.9	-5.5	-9.7&-0.7	1.4
OX1R antag-2	15.2	16.7	14.8	14.9	11.0&12.5	-0.3

(25) Cc1c(C(=O)OCC(=O)NC(C)c2ccccc2)oc2ccccc12 (centres undefined)
(26) Cc1nc2ccccc2c(=O)n1/N=C/c1ccncc1
(27) C=C(C(=O)c1ccccc1)C(C)CC(=O)c1ccccc1 (centres undefined)
(28) CCN1CCN(c2ccccc2NC(=O)c2ccc(-n3cccn3)cc2)CC1
(29) CC(C)C(NC(=O)c1ccccc1Cl)C(=O)OCc1nc2scc(-c3ccccc3Cl)c2c(=O)[nH]1 (centres undefined)
(30) CC(C)CC(c1nnnn1C(C)(C)C)N1CCN(Cc2ccccc2)CC1 (centres undefined)
Screen / compound no.	25	26	27	28	29	30
CHT allo act	i	i	i	.	i	i
OX1R antag-1	-3.5	0.3	-13.4	6.6	-2.4	-17.0
OX1R antag-2	12.8	11.9	22.5	-1.5	3.0	11.0

(31) COc1ccc(C2SCC(=O)N2c2nc3ccccc3s2)cc1 (centres undefined)
(32) O=C1Cc2ccccc2Sc2ccc(O)cc21
(33) CCOCCCn1cnc2c3cc(F)ccc3n(C)c2c1=O
(34) COC(=O)CCC(=O)N1CCOCCOCCOCC1
(35) O=C(COC(=O)C12CC3CC(CC(O)(C3)C1)C2)Nc1ccc(Cl)c(S(=O)(=O)N2CCOCC2)c1
(36) CCN1C(=O)[C@H]2[C@@H](c3ccc(C)cc3)N3C(=O)N(c4ccc(OC)cc4)C(=O)[C@@]3(C)[C@H]2C1=O
Screen / compound no.	31	32	33	34	35	36
CHT allo act	i	i	i	i	.	i
OX1R antag-1	-41.0	-0.2	-16.0	0.6	-16.2	-23.2
OX1R antag-2	16.2	7.9	7.0	13.1	4.3	20.9

(37) CC1=[N+]([O-])C(N2CCOCC2)C(O)(c2ccccc2)C1 (centres undefined)
(38) COC(=O)c1c(C)[nH]c(C(=O)OC(C)C(=O)N2CCOCC2)c1C (centres undefined)
(39) CC(C)(C)OCC(O)CN1CCN(C(=O)c2ccccc2)CC1 (centres undefined)
(40) Cc1ccc(CNC(=O)CCOc2ccc(C(C)(C)C)cc2)cc1
(41) COC(=O)C1Cc2ccccc2CN1C(=O)CCl (centres undefined)
(42) O=C(NN=Cc1ccc(O)cc1)c1ccccc1NS(=O)(=O)c1cccs1
Screen / compound no.	37	38	39	40	41	42
CHT allo act	i	i	i	i	i	.
OX1R antag-1	-2.0	3.1	2.3	-5.4	-0.3	-3.3
OX1R antag-2	10.9	-0.4	5.6	12.0	2.7	1.9

(43) COc1cc2c(cc1OC)C(CSc1ccccc1C(=O)O)=NC(C)(C)C2
(44) O=C(COC(=O)c1cccnc1Cl)Nc1cccc(S(=O)(=O)N2CCCCC2)c1
(45) O=[N+]([O-])C1=CC=C2C(=NC3(CCCCC3)N2O)C1=NCCO
(46) CCCC(=O)N1CCCC(c2nc(-c3cccc(OC)c3)no2)C1 (centres undefined)
(47) CC(=O)Nc1ccc(NC(=O)C(C)OC(=O)/C=C/c2cccs2)cc1 (centres undefined)
(48) COc1ccccc1OCC(=O)N(Cc1nc(-c2ccc(Cl)cc2)no1)C(C)C
Screen / compound no.	43	44	45	46	47	48
CHT allo act	i	i	i	i	i	i
OX1R antag-1	-37.4	-14.5	-1.6	-16.7	-25.1	-23.7
OX1R antag-2	24.3	41.5	83.5*	26.4	0.6	21.3

(49) COc1cc(/C=C/C(=O)NC(C)CCc2ccccc2)cc(OC)c1OC (centres undefined)
(50) CCCCNS(=O)(=O)c1ccc(S(=O)(=O)n2cnc3ccccc32)cc1
(51) CC(=O)OC[C@]12CC[C@H]3[C@@](C)(CC[C@H]4C(C)(C)CCC[C@]34C)[C@@H]1C[C@@H](C1=CC(=O)O[C@@H]1OC(C)=O)O2
(52) CCOc1nc(-c2ccc(C)cc2)ccc1-c1noc(COC)n1
(53) Cc1ccc(NS(=O)(=O)c2c(C)[nH]c(=O)[nH]c2=O)cc1C
(54) O=C(O)CN1C(=O)CSc2ccccc21
Screen / compound no.	49	50	51	52	53	54
CHT allo act	i	i	.	i	i	i
OX1R antag-1	-8.9	-8.8	-12.2	-20.6	-10.8	-3.1
OX1R antag-2	28.3	0.0	7.3	12.1	10.0	2.1

(55) Cc1cc2ccccc2c(=O)n1CC(=O)NCCC1=CCCCC1
(56) Cc1cccc(NC(=O)CCS(=O)(=O)c2cccc3nonc23)c1C
(57) CCN(CCO)C(=O)c1ccc2nc(Cc3ccc(OC)cc3)oc2c1
(58) COC(=O)C(Cc1cnc[nH]1)NC(=O)C1CCC(=O)N1 (centres undefined)
(59) CC(=O)Nc1ccc(S(=O)(=O)N(Cc2ccccc2)c2ccccc2)cc1
(60) CCOC(=O)c1oc2ccccc2c1NC(=O)c1cccc(OC)c1OC
Screen / compound no.	55	56	57	58	59	60
CHT allo act	i	i	i	i	i	i
OX1R antag-1	-7.9	14.6	-16.4	-7.5	8.3	-32.2
OX1R antag-2	8.9	21.5	7.8	10.2	66.1*	25.4

(61) COc1ccc(/C=C(/NC(=O)c2ccc(C)cc2)C(=O)NCc2ccncc2)cc1
(62) O=S(=O)(c1ccc(OCC(O)CN2CCc3ccccc3C2)cc1)N1CCOCC1 (centres undefined)
(63) Cc1onc(-c2ccccc2)c1C(=O)N1CCN(C/C=C/c2ccccc2)CC1
(64) CCOC(=O)C1(Cc2ccc(OC)cc2)CCN(C(=O)Cc2cccnc2)CC1
(65) Cc1ccc(-c2cnc(N)n2C)cc1C
(66) CCc1cccc(C)c1NC(=O)COC(=O)CNC(=O)c1cccs1
Screen / compound no.	61	62	63	64	65	66
CHT allo act	i	i	i	i	i	i
OX1R antag-1	-19.4	8.9	-14.8	-5.5	-28.2	-20.7
OX1R antag-2	6.5	14.0	15.8	10.7	8.0	2.7

(67) CCOC(=O)NC(=O)COC(=O)CCCSc1nc2ccccc2s1
(68) O=c1cc(-c2cccc(Cl)c2)oc2cccc(O)c12
(69) COc1ccc(S(=O)(=O)N2CCN(c3ccccc3)CC2)cc1C(=O)N1CCCC1
(70) CCc1ccc2[nH]cc(C(=O)OCCOC)c(=O)c2c1
(71) O=C(/C=C/c1ccc(Cl)cc1Cl)Nc1ccncc1
(72) CCOC(=O)N1CCN(C(=S)NC(=O)c2ccc(Br)cc2)CC1
Screen / compound no.	67	68	69	70	71	72
CHT allo act	i	i	i	i	i	i
OX1R antag-1	-10.4	-7.0	-19.9	-14.5	-14.3	-26.7
OX1R antag-2	22.2	8.5	10.4	12.9	20.7	10.0

(73) C/C(=N\Nc1cccc(Cl)c1)C1(C)N(O)C(C)(C)C(c2ccco2)=[N+]1[O-] (centres undefined)
(74) C=C(C)Cn1c(CCNC(=O)CC)nc2ccccc21
(75) COc1ccc(-c2noc(CCCC(=O)NCCc3ccccc3)n2)cc1OC
(76) CCOC(=O)N1CCN(C(=O)C(NC(=O)c2ccc(C(C)(C)C)cc2)C(C)C)CC1 (centres undefined)
(77) COC(=O)C1=C(Nc2ccccc2NC(=O)c2ccccc2C(=O)O)CSC1
(78) CCc1sc(C(=O)NCCCn2ccnc2)cc1Br
Screen / compound no.	73	74	75	76	77	78
CHT allo act	i	i	i	.	i	i
OX1R antag-1	-3.2	-17.4	-29.9	-32.6	-70.2	-23.3
OX1R antag-2	23.3	17.3	15.2	2.4	5.4	3.3

(79) COc1cccc(N=NC2C(=O)N(C(N)=S)N=C2C)c1 (centres undefined)
(80) COc1ccc(N(CC(=O)NC2CCCC2)S(=O)(=O)c2c(C)[nH]c(=O)[nH]c2=O)cc1
(81) O=C(CC1C(=O)NCCN1C(=O)Nc1ccccc1)Nc1cc(Cl)cc(Cl)c1 (centres undefined)
(82) COCCSc1ccccc1C(=O)NCc1ccc2c(c1)OCO2
(83) O=C(NCC1CCCO1)C(c1cccnc1)N(C(=O)Cc1cccs1)c1cccnc1 (centres undefined)
(84) O=C(Nc1ccc(N2C(=O)CCC2=O)cc1Cl)c1cccs1
Screen / compound no.	79	80	81	82	83	84
CHT allo act	i	i	i	i	i	i
OX1R antag-1	-10.8	-47.2	5.0	-20.6	11.1	-12.3
OX1R antag-2	23.1	13.6	7.2	1.6	11.0	-6.6

(85) COC(=O)c1ccc(NC(=O)c2ccccc2N(C)S(=O)(=O)c2ccccc2)cc1
(86) CC1=C(C)/C(=N\OC(=O)/C=C/c2ccccc2)C=CC1=O
(87) COc1cccc(CNC(=O)COC(=O)CN(C)S(=O)(=O)c2ccc(NC(C)=O)cc2)c1
(88) Cc1sc(NC(=O)CSc2nnc(COc3ccccc3)n2C)c(C#N)c1C
(89) COc1ccccc1NC(=O)COC(=O)c1c(C)nn(-c2ccccc2)c1C
(90) O=C(c1ccc(COc2ccc(Br)cc2)o1)N1N=C(C(F)F)CC1(O)C(F)F (centres undefined)
(91) COc1cc(-c2nc3cnccn3c2Nc2ccccc2)ccc1O
(92) COc1cccc(CNC(=O)CC(NC(=O)c2ccccc2)c2ccccc2)c1 (centres undefined)
Screen / compound no.	85	86	87	88	89	90	91	92
CHT allo act	i	i	i	i	.	i	i	i
OX1R antag-1	-18.1	1.3	-1.9	1.3	-12.7	29.0	-32.9	-25.3
OX1R antag-2	19.6	11.8	10.7	6.8	17.4	25.7	11.6	25.5

# OX1R antag-2: what is marked active above
no. | Molecule | OX1R antag-1 | OX1R antag-2
45 | O=[N+]([O-])C1=CC=C2C(=NC3(CCCCC3)N2O)C1=NCCO | -1.6 | 83.5*
59 | CC(=O)Nc1ccc(S(=O)(=O)N(Cc2ccccc2)c2ccccc2)cc1 | 8.3 | 66.1*

# 3 entries out of the list, sorted by number of heavy atoms, ascending.
(89) COc1ccccc1NC(=O)COC(=O)c1c(C)nn(-c2ccccc2)c1C
(85) COC(=O)c1ccc(NC(=O)c2ccccc2N(C)S(=O)(=O)c2ccccc2)cc1
(87) COc1cccc(CNC(=O)COC(=O)CN(C)S(=O)(=O)c2ccc(NC(C)=O)cc2)c1
Screen / compound no.	89	85	87
CHT allo act	.	i	i
OX1R antag-1	-12.7	-18.1	-1.9
OX1R antag-2	17.4	19.6	10.7
